Screens from PubChem.
p97 ATPase inh: blocks human p97 ATPase activity; 0.42% of 220,000 active; recombinant p97 ATPase, Kinase-Glo ATP luminescence, 3 h; inhibition, % at 8 µM; in the data active = inhibition above about 15%;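 also: 0% = DMSO vehicle and 100% = wells lacking enzyme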
Runt-SMMHC FRET: Runt domain-CBFb-SMMHC interaction inhibition; Cerulean-Runt/Venus-CBFb-SMMHC FRET ratio 530/480, 1 h; inhibition, % at 20 µM; 0.74% of 220,000 active; AID 1434;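 active = mean inhibition across duplicate retests at 20 µM reaching about 50%, limit read from the data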;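 also: 0% = DMSO wells and 100% = wells with excess untagged CBFb-SMMHC; inhibitors lower the FRET ratio by blocking Runt binding to CBFb-SMMHC; some results filed as inactive read as strong as hits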
Target sequence (Q01196 whole entry, looked up, the tested form may be a part): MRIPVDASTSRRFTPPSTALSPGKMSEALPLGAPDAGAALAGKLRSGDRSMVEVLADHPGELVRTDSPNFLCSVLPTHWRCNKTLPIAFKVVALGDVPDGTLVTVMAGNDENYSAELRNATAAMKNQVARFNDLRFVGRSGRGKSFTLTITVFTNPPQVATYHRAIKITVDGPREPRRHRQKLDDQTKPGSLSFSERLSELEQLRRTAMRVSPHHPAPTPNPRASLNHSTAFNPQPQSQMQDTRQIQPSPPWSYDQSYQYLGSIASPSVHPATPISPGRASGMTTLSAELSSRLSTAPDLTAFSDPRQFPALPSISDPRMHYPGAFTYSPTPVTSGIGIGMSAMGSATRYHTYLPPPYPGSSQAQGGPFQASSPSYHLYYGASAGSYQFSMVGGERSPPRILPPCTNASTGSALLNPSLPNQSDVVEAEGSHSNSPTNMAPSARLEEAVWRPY
Target sequence (Q13951 whole entry, looked up, the tested form may be a part): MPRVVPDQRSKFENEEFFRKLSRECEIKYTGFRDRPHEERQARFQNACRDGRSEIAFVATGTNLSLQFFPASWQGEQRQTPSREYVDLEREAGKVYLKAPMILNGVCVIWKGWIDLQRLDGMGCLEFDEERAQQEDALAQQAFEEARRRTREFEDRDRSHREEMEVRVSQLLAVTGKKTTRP
NPY-Y1 PAM-ag: human NPY-Y1 potentiation or agonism, primary screen. AID 1304. 0.37% of 220,000 active. P25929. activation, % at 3.6 µM. NPY-Y1 expressing cells, potentiator/agonist activation; in the data active = activation above about 33%, passing the limit was not always enough;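 also: cells stimulated with NPY at EC10 then isoproterenol at EC100; 0% = low agonist plus stimulus and 100% = saturating agonist plus stimulus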
RBBP9 inhibitor: inhibitors of human serine hydrolase RBBP9. O75884. recombinant RBBP9, FP-Rh probe fluorescence polarization. inhibition, % at 7.94 µM. 0.2% of 220,000 active;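 active = inhibition above the campaign mean of all tested compounds plus 3 SD, cut at about 14% in these data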;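 also: plate controls were DMSO wells with RBBP9 for no effect and wells lacking RBBP9 protein for full effect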
Target sequence (O75884 whole entry, looked up): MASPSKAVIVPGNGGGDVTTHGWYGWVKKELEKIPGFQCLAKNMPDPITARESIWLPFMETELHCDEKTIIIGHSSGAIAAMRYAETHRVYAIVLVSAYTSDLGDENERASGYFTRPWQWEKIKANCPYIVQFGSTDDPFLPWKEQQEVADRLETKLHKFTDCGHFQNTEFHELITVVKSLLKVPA
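system = RBBP9 protein | input = RBBP9 at 2.5 µM in dispensed solution, before mixing | measured by = fluorescence polarization (mP), excitation 525 nm, emission 598 nm | incubation = enzyme-compound preincubation 30 min, then probe labeling 45 min, 25 °C | buffer or medium = Tris-NaCl-Pluronic buffer, pH 8.0 | compound = single dose 7.94 µM | also added = FP-Rh probe, 375 nM dispensing solution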
NPY2 pot ag: potentiates or activates human NPY-Y2 receptor; P49146; cells expressing NPY-Y2, potentiator/agonist read-out; activation, % at 3.6 µM; 0.45% of 220,000 active; AID 1359; in the data active = activation above about 27%;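 also: cells stimulated with NPY near EC25 plus isoproterenol at EC100; 0% = vehicle plus submaximal agonist and 100% = vehicle plus saturating agonist; some results beyond the cut were filed as inactive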
MDM2 E3 inh: inhibitors of human Mdm2 E3 ubiquitin ligase; Q00987; 0.11% of 210,000 active; cell-based MDM2 ubiquitination luciferase reporter, 2 h; 0 = plate control, 100 = twice control, blank-subtracted; signal enhancement, % at 5 µM;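 active = signal enhancement of 30% or more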;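 also: luminescence tracks abundance of the self-degrading MDM2-luciferase fusion protein; higher signal means inhibition of MDM2 E3 ligase activity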
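System: stable MDM2–luciferase fusion reporter cells / Input: 2000 cells seeded into each well / Schedule: 4 h settle plus 2 h compound, 37 °C / Compound: single-point 5 µM / Buffer or medium: cells held in DMEM / Benchmarks: control and blank well means / Evaluation: percent signal gain over controls, blank-subtracted / Measured by: luciferase luminescence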
NPY Y1 blocker: NPY-Y1 (human) receptor antagonism. P25929. HEK293-CNG Y1 cells, membrane potential fluorescence; NPY at EC95, then isoproterenol. inhibition, % at 3.6 µM. 1% of 200,000 active. AID 1040;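 active = inhibition above the campaign mean inhibition of all tested compounds plus 3 SD, cut at about 20% in these data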;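 also: 0% = DMSO wells given NPY plus isoproterenol and 100% = isoproterenol alone without NPY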
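Assay system: HEK293 Y1/CNG channel cell line; Doses: single compound dose of 3.6 µM, 0.4% DMSO; Timing: dye 3 h, compound 60 min room temperature, stimulation 45 min; Technique: Membrane-potential fluorescent dye readout; Measure: % inhibition of NPY effect.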
Runt-CBFb FRET: inhibitors of human RUNX1 Runt domain binding to CBFb; Q01196+Q13951; Cerulean-Runt/Venus-CBFb FRET ratio 530/480, 1 h; inhibition, % at 20 µM; 0.46% of 220,000 active; AID 1496;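 active = inhibition over about 50% at 20 µM in the single-dose screen, limit read from the data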;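 also: 0% = DMSO wells and 100% = excess unlabeled CBFb competitor control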
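Schedule: protein complex preformed 1 h, compound exposure 1 h, room temperature, dark; test system: Cerulean-labeled Runt domain protein; amount: 100 nM per protein; buffer or medium: Tris 50 mM pH 7.5, KCl, K2SO4, 0.01% BSA; read-out: loss of energy transfer signal; detection: FRET fluorescence; controls: 5 µM unlabeled CBFb as full-inhibition high control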
Hck Nef HTS: inhibitors of human Hck kinase activated by Nef; 0.68% of 220,000 active; AID 463187; inhibition, % at 20 µM; P08631; Recombinant Hck-YEEI plus Nef, Z-Lyte FRET kinase assay;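 active = Hck-Nef kinase inhibition above about 50%, limit read from the data; inactive = inhibition below that limit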;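 also: 0% = DMSO with Hck plus Nef and 100% = Hck alone without Nef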
Numbers without * were called inactive; · = not tested or not shown.

Codes – A = p97 ATPase inh; B = Runt-SMMHC FRET; C = NPY-Y1 PAM-ag; D = RBBP9 inhibitor; E = NPY2 pot ag; F = MDM2 E3 inh; G = NPY Y1 blocker; H = Runt-CBFb FRET; I = Hck Nef HTS
[1] COC(=O)C1=NN(c2ccccc2)C2(S1)S/C(=C\c1ccccc1)C(=O)N2c1ccccc1 (stereo unspecified)
  A: -2	B: 2	C: 6	D: 7	E: -11	F: -16	G: 1	H: 0	I: 2
[2] Cc1c(NC(=O)N(C)C)c(=O)n(-c2ccccc2)n1C
  A: 1	B: 6	C: 2	D: -8	E: -12	F: -23	G: 1	H: -1	I: 3
[3] O=C(Cn1c(C(F)(F)F)nc2ccccc21)c1ccc(Br)cc1
  A: -7	B: 3	C: -33	D: -12	E: -12	F: -17	G: 7	H: ·	I: -1
[4] CCc1cc(-c2n[nH]c(C)c2-c2nc3ccccc3s2)c(O)cc1OCC(=O)NN
  A: 1	B: 3	C: 22	D: -11	E: 24	F: -18	G: -5	H: -2	I: 22
[5] O=C(Nc1ncc(S(=O)(=O)c2ccc([N+](=O)[O-])cc2)s1)c1ccc2ccccc2c1
  A: 6	B: 2	C: -2	D: 2	E: -3	F: -2	G: 1	H: -4	I: 1
[6] CCN1C(=O)C(Cc2nc3ccccc3c(=O)n2C)c2ccccc21 (stereo unspecified)
  A: 1	B: 4	C: -4	D: -2	E: 8	F: -17	G: 5	H: -3	I: 2
[7] O=C(COC(=O)C1CCN(C(=O)Nc2ccccc2)CC1)NCC(F)(F)F
  A: 9	B: 0	C: -7	D: -8	E: 19	F: 4	G: -1	H: -1	I: 1
[8] COc1ccc([N+](=O)[O-])cc1N(CC(O)CN1CCCCC1)S(=O)(=O)c1ccccc1 (stereo unspecified)
  A: 4	B: 0	C: 12	D: -7	E: -3	F: 3	G: 12	H: 1	I: 18
[9] Cc1cccc(C2Nc3ccccc3C(=O)N2c2ccc(F)cc2)n1 (stereo unspecified)
  A: 1	B: 5	C: 15	D: -8	E: 3	F: -3	G: -4	H: 2	I: 8
[10] CC(c1ccc(F)cc1)n1cc(C(=O)NCCN(C)C)nn1 (stereo unspecified)
  A: 4	B: 1	C: 0	D: -3	E: 3	F: -5	G: 1	H: 0	I: 15

Reprinted from the results shown (10 entries):
Codes – A = p97 ATPase inh; B = Runt-SMMHC FRET; C = NPY-Y1 PAM-ag; D = RBBP9 inhibitor; E = NPY2 pot ag; F = MDM2 E3 inh; G = NPY Y1 blocker; H = Runt-CBFb FRET; I = Hck Nef HTS
[1] COC(=O)C1=NN(c2ccccc2)C2(S1)S/C(=C\c1ccccc1)C(=O)N2c1ccccc1 (stereo unspecified)
  A: -2	B: 2	C: 6	D: 7	E: -11	F: -16	G: 1	H: 0	I: 2
[2] Cc1c(NC(=O)N(C)C)c(=O)n(-c2ccccc2)n1C
  A: 1	B: 6	C: 2	D: -8	E: -12	F: -23	G: 1	H: -1	I: 3
[3] O=C(Cn1c(C(F)(F)F)nc2ccccc21)c1ccc(Br)cc1
  A: -7	B: 3	C: -33	D: -12	E: -12	F: -17	G: 7	H: ·	I: -1
[4] CCc1cc(-c2n[nH]c(C)c2-c2nc3ccccc3s2)c(O)cc1OCC(=O)NN
  A: 1	B: 3	C: 22	D: -11	E: 24	F: -18	G: -5	H: -2	I: 22
[5] O=C(Nc1ncc(S(=O)(=O)c2ccc([N+](=O)[O-])cc2)s1)c1ccc2ccccc2c1
  A: 6	B: 2	C: -2	D: 2	E: -3	F: -2	G: 1	H: -4	I: 1
[6] CCN1C(=O)C(Cc2nc3ccccc3c(=O)n2C)c2ccccc21 (stereo unspecified)
  A: 1	B: 4	C: -4	D: -2	E: 8	F: -17	G: 5	H: -3	I: 2
[7] O=C(COC(=O)C1CCN(C(=O)Nc2ccccc2)CC1)NCC(F)(F)F
  A: 9	B: 0	C: -7	D: -8	E: 19	F: 4	G: -1	H: -1	I: 1
[8] COc1ccc([N+](=O)[O-])cc1N(CC(O)CN1CCCCC1)S(=O)(=O)c1ccccc1 (stereo unspecified)
  A: 4	B: 0	C: 12	D: -7	E: -3	F: 3	G: 12	H: 1	I: 18
[9] Cc1cccc(C2Nc3ccccc3C(=O)N2c2ccc(F)cc2)n1 (stereo unspecified)
  A: 1	B: 5	C: 15	D: -8	E: 3	F: -3	G: -4	H: 2	I: 8
[10] CC(c1ccc(F)cc1)n1cc(C(=O)NCCN(C)C)nn1 (stereo unspecified)
  A: 4	B: 1	C: 0	D: -3	E: 3	F: -5	G: 1	H: 0	I: 15

Other results
Codes – A = p97 ATPase inh; B = Runt-SMMHC FRET; C = NPY-Y1 PAM-ag; D = RBBP9 inhibitor; E = NPY2 pot ag; F = MDM2 E3 inh; G = NPY Y1 blocker; H = Runt-CBFb FRET; I = Hck Nef HTS
[11] CC(C)C(NS(=O)(=O)c1cccs1)C(=O)NCc1ccccc1Cl (stereo unspecified)
  A: 2	B: 1	C: -4	D: -3	E: -6	F: -18	G: -3	H: -2	I: -6
[12] COC(=O)c1cc(Cl)c(NC(=O)/C=C/c2ccc(Cl)cc2)cc1OC
  A: -2	B: -3	C: -36	D: -6	E: -17	F: -10	G: -1	H: -7	I: -1
[13] CC(NC(=O)Nc1ccccc1C(F)(F)F)C1CCCO1 (stereo unspecified)
  A: -1	B: 0	C: 2	D: -9	E: -15	F: 2	G: -7	H: 1	I: 1
[14] CC(C)n1nc(C(=O)Oc2cc(Cl)ccc2Cl)c2ccccc2c1=O
  A: 11	B: 0	C: 10	D: 3	E: -6	F: -4	G: 8	H: 7	I: 1
[15] Cc1cc(-c2cc(C(=O)NCc3ccccc3)on2)nc(S(C)(=O)=O)n1
  A: ·	B: 2	C: ·	D: ·	E: ·	F: -12	G: ·	H: 4	I: 28
[16] CN(Cc1ccccc1F)c1ccc(S(=O)(=O)N2CCCC2)cn1
  A: 2	B: -2	C: -8	D: -7	E: -13	F: -5	G: 7	H: 2	I: 50
[17] O=C1c2ccccc2C(=O)N1c1cccc2cccnc12
  A: 5	B: 0	C: -7	D: 0	E: -7	F: -6	G: 2	H: 3	I: 3
[18] Cc1ccccc1NC(=S)N(Cc1cccs1)C1CCCCC1
  A: 5	B: 0	C: 14	D: -5	E: 3	F: -7	G: 1	H: 3	I: 1
[19] Cc1ccc(N2C(=O)c3ccc(C(=O)N4CCN(c5ccc(C)c(C)c5)CC4)cc3C2=O)cc1
  A: 3	B: 3	C: 4	D: -4	E: -6	F: -10	G: -2	H: 0	I: 21
[20] CCOC(=O)c1csc(NC(=O)Nc2cccc(OC)c2)n1
  A: 7	B: -1	C: 15	D: -4	E: 5	F: 3	G: -7	H: 1	I: 3

Later entries:
Codes – A = p97 ATPase inh; B = Runt-SMMHC FRET; C = NPY-Y1 PAM-ag; D = RBBP9 inhibitor; E = NPY2 pot ag; F = MDM2 E3 inh; G = NPY Y1 blocker; H = Runt-CBFb FRET; I = Hck Nef HTS
[21] CN(C)c1ccnc2sc3c(=O)n(-c4ccccc4)cnc3c12
  A: 6	B: -2	C: -32	D: 5	E: -7	F: -14	G: -1	H: 0	I: 2
[22] Cc1sc2nc(COC(=O)c3cccc(OC(F)F)c3)[nH]c(=O)c2c1C
  A: -6	B: -1	C: -42	D: -9	E: -17	F: -13	G: ·	H: -4	I: -5
[23] COc1ccc(CNC(=O)c2c(C)cc(=O)oc2C)cc1
  A: 5	B: -3	C: 11	D: -4	E: -1	F: -3	G: 2	H: 1	I: 1
[24] c1ccc(-c2nc3c(ccc4ccccc43)[nH]2)nc1
  A: -2	B: -6	C: -20	D: -3	E: 2	F: -10	G: 2	H: -1	I: 6
[25] NC(=S)N/N=C1\CCOc2ccc(Cl)cc21
  A: 7	B: 1	C: 14	D: 4	E: 13	F: -6	G: ·	H: -1	I: 15
[26] O=S(=O)(NCc1ccc2c(c1)OCO2)c1cnc[nH]1
  A: 0	B: 1	C: 5	D: 0	E: -9	F: -15	G: 1	H: 2	I: 1

Rows are unselected; about 3.5% have a hit in one of these screens.
